PG9 binder – PG9 antibody binding by small molecule. TR-FRET gp120-PG9 antibody binding. inhibition, % at 6.7 µM. 360,000 tested, 0.43% active; in the data active means inhibition above about 8.5%
TCR CD3 inh – inhibitors of human TCR-CD3 interaction | TAMRA-labeled TCR probe fluorescence, biochemical | inhibition, % at 9.4 µM | 360,000 tested, 0.37% active | AID 651800; in the data active means inhibition above about 19%;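 further: recombinant mutant TCR 2C K166C tagged with TAMRA read by polarization; 0% = receptor in buffer alone and 100% = receptor with positive control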
NR1D1 modulator – modulates human Rev-erb alpha binding to DNA. activity, % at 10 µM. P20393. AID 1259318. 370,000 tested, 0.79% active. Rev-erbα–FITC-DNA binding, fluorescence polarization, 90 min;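 active means activity above about 14%, limit read from the data; passing the limit was not always enough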;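 further: 0% = DMSO wells with 35 nM protein and 100% = DMSO wells with 750 nM protein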
Target sequence (P20393 whole entry, looked up): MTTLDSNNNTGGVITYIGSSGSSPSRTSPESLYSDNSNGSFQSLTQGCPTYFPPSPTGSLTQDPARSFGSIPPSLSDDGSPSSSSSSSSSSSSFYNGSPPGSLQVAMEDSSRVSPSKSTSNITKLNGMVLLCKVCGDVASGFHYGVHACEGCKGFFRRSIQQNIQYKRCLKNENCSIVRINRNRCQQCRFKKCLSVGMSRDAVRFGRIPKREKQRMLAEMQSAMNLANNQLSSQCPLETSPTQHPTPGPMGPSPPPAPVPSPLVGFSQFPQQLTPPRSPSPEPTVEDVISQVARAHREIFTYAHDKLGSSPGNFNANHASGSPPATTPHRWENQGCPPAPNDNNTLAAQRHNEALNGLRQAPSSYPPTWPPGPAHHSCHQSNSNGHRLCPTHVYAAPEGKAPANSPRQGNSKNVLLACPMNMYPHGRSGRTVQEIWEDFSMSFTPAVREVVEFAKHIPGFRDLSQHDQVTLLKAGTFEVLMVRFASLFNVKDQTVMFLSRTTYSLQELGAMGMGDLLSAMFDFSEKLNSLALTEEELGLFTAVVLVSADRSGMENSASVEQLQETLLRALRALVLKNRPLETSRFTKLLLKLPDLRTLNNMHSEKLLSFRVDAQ
rCAG binder – binds r(CAG) RNA repeats. 370,000 tested, 1.3% active. inhibition, % at 3 µM. r(CAG) RNA repeat, TO-PRO-1 dye displacement fluorescence;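 active means inhibition above the plate cutoff, the mean of all test compounds on that plate plus 3 SD, cut at about 35% in these data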;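 further: 0% = DMSO alone and 100% = 100 µM mitoxantrone as full dye displacement; higher means more dye released from RNA so lower well fluorescence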
HTRA1 inhibitor – blocks human HTRA1 serine peptidase; Q92743; recombinant HTRA1, FP-rhodamine activity-based probe, fluorescence polarization; inhibition, % at 5.96 µM; 340,000 tested, 0.5% active; AID 504803; in the data active means inhibition above about 36%;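 further: 0% = enzyme with DMSO and 100% = wells lacking enzyme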
LEDGF integ inh – blocks HIV-1 LEDGF/p75-dependent DNA integration | inhibition, % at 3.7 µM | 370,000 tested, 0.64% active | TR-FRET IN-LEDGF/p75 DNA integration, Eu/Cy5;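 active means inhibition above the screen-wide mean plus 3 SD, cut at about 13% in these data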;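 further: signal is the Cy5 over europium emission ratio at 671 and 618 nm; 0% = plate median of compound wells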
UHRF1 binding – UHRF1 methyl-DNA binding inhibition; Q96T88; UHRF1 binding to methylated oligo, TR-FRET; inhibition, % at 4.4 µM; 370,000 tested, 0.75% active; in the data active means inhibition above about 21%;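 further: UHRF1 SRA domain binding a hemimethylated CpG hairpin DNA probe; 0% = median of test compound wells and 100% = reference inhibitor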
ABHD4 inh – inhibitors of mouse ABHD4; purified mABHD4, FP-Rh probe fluorescence polarization; inhibition, % at 8.92 µM; 370,000 tested, 0.54% active; AID 720543;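 active means inhibition exceeding the mean over every tested compound plus 3 SD, cut at about 30% in these data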;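 further: 0% = plate median of compound wells and 100% = S159A mutant with DMSO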
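assay system = mABHD4 protein | compound dosing = single nominal dose of 8.92 µM, 0.89% DMSO final | read-out basis = percent inhibition of probe binding, normalized to plate controls | schedule = Enzyme–compound pre-incubation 45 min, then probe 60 min, both 25 °C | detection = fluorescence polarization, excitation 525 nm, emission 598 nm, BODIPY TMR filters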
PRMT1 inh – inhibitors of human PRMT1. AID 652257. recombinant PRMT1, activity-based probe fluorescence polarization. 370,000 tested, 1.3% active. Q99873. inhibition, % at 2.79 µM;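 active means inhibition above about 21% made by adding two undisclosed values, limit read from the data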
Target sequence (Q99873 whole entry, looked up): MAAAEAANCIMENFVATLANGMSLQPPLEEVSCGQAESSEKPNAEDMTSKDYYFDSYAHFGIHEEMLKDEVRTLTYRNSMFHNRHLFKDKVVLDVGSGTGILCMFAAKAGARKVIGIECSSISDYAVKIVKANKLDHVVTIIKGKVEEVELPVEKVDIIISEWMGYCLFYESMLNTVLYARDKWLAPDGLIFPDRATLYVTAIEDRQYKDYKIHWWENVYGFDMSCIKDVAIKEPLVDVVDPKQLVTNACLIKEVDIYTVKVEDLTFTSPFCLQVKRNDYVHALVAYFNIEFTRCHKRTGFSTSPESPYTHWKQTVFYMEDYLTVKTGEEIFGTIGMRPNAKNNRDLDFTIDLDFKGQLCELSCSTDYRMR
MBD2 DNA inh – inhibitors of human MBD2 binding to methylated oligonucleotide; TR-FRET; Q9UBB5; inhibition, % at 4.4 µM; 370,000 tested, 0.31% active; in the data active means inhibition above about 13%
Numbers without * were called inactive; x = not tested or not shown. These rows are one share of the data. The share of hits here may be higher or lower than overall.

SMILES | PG9 binder | TCR CD3 inh | NR1D1 modulator | rCAG binder | HTRA1 inhibitor | LEDGF integ inh | UHRF1 binding | ABHD4 inh | PRMT1 inh | MBD2 DNA inh
COC(=O)c1cccc(NC(=O)Cc2ccsc2)c1 | -2.8 | -1 | -5 | -1 | -4 | 4 | 4 | -1 | -8 | 10
O=C(COC(=O)c1ccc2ncsc2c1)Nc1ccc(OC(F)(F)F)cc1 | 3.3 | -6 | -2 | 7 | -15 | 2 | 9 | -37 | 20 | 7
COc1ccc(/C=N\NC(=O)c2ccccc2Br)cc1COc1ccccc1 | -1.8 | 0 | 1 | -3 | -26 | 2 | 2 | -2 | -1 | 0
CC(NC(=O)OCc1ccccc1)C(=O)NCC(=O)NC(Cc1ccc(OC(C)(C)C)cc1)C(=O)OC(C)(C)C (stereo not drawn) | -1.4 | -2 | -1 | -12 | -7 | -2 | 3 | -3 | -2 | 4
CCCCCc1ccc(C(=O)CCC(=O)OCC(=O)N(CC)c2c(N)n(Cc3ccccc3)c(=O)[nH]c2=O)cc1 | -1.7 | 2 | -5 | 0 | -11 | 1 | 0 | 2 | 1 | -2
CN(C(=O)c1ccc(NC(=O)Cc2cccc(NC(=O)C3CCCN(S(=O)(=O)c4cccc([N+](=O)[O-])c4)C3)c2)cc1)C1CC1 (stereo not drawn) | -0.1 | 1 | -2 | 10 | -3 | 2 | -2 | 1 | 3 | -2
CCOC(=O)COc1ccc(S(=O)(=O)NCc2ccco2)cc1 | 2.5 | -7 | -10 | 1 | 4 | 6 | 5 | -7 | 8 | 0
CC(NCC(=O)NC(=O)NC1CCCC1)c1ccc(Cl)cc1Cl (stereo not drawn) | 0.6 | -1 | 2 | -9 | -4 | 1 | -2 | 3 | 0 | 1
CCOc1ccc(N(CC(=O)Nc2c(C)cc(C)cc2C)C2=NC3CS(=O)(=O)CC3S2)cc1 (stereo not drawn) | 1.4 | -5 | -4 | 0 | x | -6 | 1 | 4 | 1 | 2
CC1C(=O)N(Cc2cn(Cc3ccco3)nn2)CCS(=O)(=O)N1Cc1ccc(-c2ccc(Cl)cc2)cc1 (stereo not drawn) | -1.7 | -6 | -2 | 7 | -26 | 0 | -1 | -16 | 7 | 4
COc1ccc(N2C(=O)CC(N3CCC(c4nc5ccccc5[nH]4)CC3)C2=O)cc1 (stereo not drawn) | 0.1 | -4 | -2 | 1 | 1 | -1 | -2 | 5 | 54* | 0
Cc1ccc(F)cc1NCC(=O)Nc1ccc(Cl)cc1F | -1.0 | -2 | -4 | -3 | -9 | -1 | 5 | 5 | -2 | -1
CC(=O)Nc1ccc(S(=O)(=O)N2CCN(CCc3ccccc3)CC2)cc1 | -0.7 | 0 | 7 | -2 | 0 | 1 | 1 | 4 | -2 | 3
COc1ccc2cc(C(=O)C3CCCN(C(=O)c4ccnn4C)C3)ccc2c1 (stereo not drawn) | 0.9 | -2 | 2 | -4 | -2 | -1 | -3 | 2 | 1 | 5
NNC(=O)c1cc2c(s1)CCCCCC2 | -0.5 | 6 | 0 | 9 | -27 | 4 | 1 | -2 | 2 | -2
O=C1C2C3C=CC(CC3)C2C(=O)N1c1cccc(C(F)(F)F)c1 (stereo not drawn) | -1.1 | -7 | 7 | -2 | 3 | -2 | -1 | -3 | -2 | 0
Cn1c(=O)c2c(-c3ccccc3)n(-n3cnnc3)cc2n(C)c1=O | 1.9 | -1 | -3 | 1 | 5 | 0 | 0 | 1 | -3 | 3
COCCCNC(=O)c1c[nH]c2ccc(S(=O)(=O)N3CCC(C)CC3)cc2c1=O | 0.3 | 2 | -7 | 0 | 3 | -1 | -3 | 0 | -2 | 4
CCOc1cc(/C=C/c2nc3ccccc3c(=O)[nH]2)ccc1O | -1.1 | -4 | 5 | 3 | -32 | -1 | -2 | 5 | -4 | 0
CCc1nnc(SCC(=O)Nc2nnc(C)s2)n1CC1CCCO1 (stereo not drawn) | -1.3 | 2 | 4 | 0 | 2 | 1 | -1 | 5 | 1 | -2
CCOC(=O)c1csc(CCNC(=O)c2ccccc2)n1 | 1.5 | -5 | -3 | -2 | -6 | -1 | 3 | 1 | 0 | 6
CC(C)CNC(=S)NNC(=O)c1ccco1 | -0.9 | 4 | 5 | 2 | -5 | -1 | -2 | 1 | 3 | -1
O=C(N1CCOCC1)N1CCCC(c2nc(-c3cccs3)no2)C1 (stereo not drawn) | 0.0 | -2 | -3 | -4 | -2 | 4 | 1 | 0 | 0 | 0
CC1(C)CC(=O)C2=C(C1)Oc1nc3ccccc3cc1C2C(C#N)C#N (stereo not drawn) | -1.2 | -4 | -1 | -6 | -2 | 0 | -4 | -3 | -2 | 0
O=C(C[n+]1ccccc1)c1ccc(-c2ccccc2)cc1 | -0.4 | 0 | 5 | 0 | 2 | 0 | -3 | 3 | 0 | -5
COc1cccc(C(=O)COc2ccc(NC(=O)c3ccccc3)cc2)c1 | 0.0 | -5 | -4 | -3 | -7 | 0 | -2 | -4 | 0 | -7
COc1cc(C=C2NC(=O)NC2=O)ccc1O | -13 | 6 | 2 | 1 | 3 | -3 | -2 | -2 | 0 | -8
Cc1cccc(NC(=S)N2CCN(S(=O)(=O)c3ccccc3)CC2)c1 | -1.6 | -7 | 8 | 4 | 1 | 2 | 2 | 8 | 1 | -1
CCC(C)N1C(=O)CCC1C(=O)N1CCN(c2ccc(F)cc2)CC1 (stereo not drawn) | -0.4 | 3 | -2 | -3 | -1 | -1 | -3 | 4 | -2 | 0
COc1cc2c(CCNC(C)=O)c[nH]c2cc1Cl | -2.7 | -3 | -1 | 0 | 0 | -5 | 3 | -19 | 6 | 5

Quoted from the entries so far for reference:
SMILES | PG9 binder | TCR CD3 inh | NR1D1 modulator | rCAG binder | HTRA1 inhibitor | LEDGF integ inh | UHRF1 binding | ABHD4 inh | PRMT1 inh | MBD2 DNA inh
O=C(C[n+]1ccccc1)c1ccc(-c2ccccc2)cc1 | -0.4 | 0 | 5 | 0 | 2 | 0 | -3 | 3 | 0 | -5
COc1cccc(C(=O)COc2ccc(NC(=O)c3ccccc3)cc2)c1 | 0.0 | -5 | -4 | -3 | -7 | 0 | -2 | -4 | 0 | -7
COc1cc(C=C2NC(=O)NC2=O)ccc1O | -13 | 6 | 2 | 1 | 3 | -3 | -2 | -2 | 0 | -8
Cc1cccc(NC(=S)N2CCN(S(=O)(=O)c3ccccc3)CC2)c1 | -1.6 | -7 | 8 | 4 | 1 | 2 | 2 | 8 | 1 | -1
CCC(C)N1C(=O)CCC1C(=O)N1CCN(c2ccc(F)cc2)CC1 (stereo not drawn) | -0.4 | 3 | -2 | -3 | -1 | -1 | -3 | 4 | -2 | 0
COc1cc2c(CCNC(C)=O)c[nH]c2cc1Cl | -2.7 | -3 | -1 | 0 | 0 | -5 | 3 | -19 | 6 | 5

Compounds from the list above containing two or more sulfur atoms:
SMILES | PG9 binder | TCR CD3 inh | NR1D1 modulator | rCAG binder | HTRA1 inhibitor | LEDGF integ inh | UHRF1 binding | ABHD4 inh | PRMT1 inh | MBD2 DNA inh
CCOc1ccc(N(CC(=O)Nc2c(C)cc(C)cc2C)C2=NC3CS(=O)(=O)CC3S2)cc1 (stereo not drawn) | 1.4 | -5 | -4 | 0 | x | -6 | 1 | 4 | 1 | 2
CCc1nnc(SCC(=O)Nc2nnc(C)s2)n1CC1CCCO1 (stereo not drawn) | -1.3 | 2 | 4 | 0 | 2 | 1 | -1 | 5 | 1 | -2
Cc1cccc(NC(=S)N2CCN(S(=O)(=O)c3ccccc3)CC2)c1 | -1.6 | -7 | 8 | 4 | 1 | 2 | 2 | 8 | 1 | -1

Other records.
SMILES | PG9 binder | TCR CD3 inh | NR1D1 modulator | rCAG binder | HTRA1 inhibitor | LEDGF integ inh | UHRF1 binding | ABHD4 inh | PRMT1 inh | MBD2 DNA inh
COCc1cc(C)nc(N2CCc3ccccc32)c1C#N | 4.6 | -9 | 10 | -3 | -3 | 3 | 16 | 1 | 1 | 4
Cc1ccc(NC(=O)N2C3CCCC2CC(NC(=O)C2CC2)C3)cc1 (stereo not drawn) | -0.3 | 2 | -4 | 1 | 4 | 5 | 2 | 1 | -5 | -3
Clc1ccc(CSc2nnnn2-c2ccc3c(c2)OCO3)c(Cl)c1 | -2.4 | 3 | 0 | 0 | -26 | 0 | 0 | 3 | -2 | 5
O=C(COC(=O)/C=C/c1ccccc1Cl)NCc1ccccc1 | 0.5 | 1 | 4 | -2 | -5 | -1 | -1 | -7 | 1 | -7
Fc1ccc(-c2n[nH]c(=S)n2/N=C/c2c[nH]c3ccccc23)cc1 | -0.8 | -2 | 2 | 25 | -7 | -3 | -1 | 1 | 31* | -3
COc1ccccc1C(CNC(=O)c1cc(C)nc2ccccc12)N(C)C (stereo not drawn) | -2.2 | 3 | 6 | 1 | 4 | 0 | 0 | -3 | 1 | -1
Cn1c(CN2CCN(c3cccc(Cl)c3)CC2)nc2ccccc21 | -0.3 | 0 | 3 | -4 | 8 | 4 | 0 | -4 | -2 | -7
Cc1ccc(NC(=S)N2CCc3[nH]c4ccccc4c3C2)cc1 | -0.8 | -3 | 3 | 5 | -2 | -2 | 1 | 3 | -3 | 1
O=C(NCC(=O)N1CCN(S(=O)(=O)c2ccccc2)CC1)c1ccc(Br)o1 | 0.4 | 6 | 5 | -4 | 2 | 0 | 1 | -1 | 4 | -3
COc1cc(NC(=O)c2ccccc2Cl)ccc1NC(=O)c1ccco1 | -0.7 | -3 | -2 | 1 | -11 | 1 | 2 | -4 | 2 | -4
O=C(O)/C=C/C(=O)NC1CCS(=O)(=O)C1 (stereo not drawn) | -0.4 | 1 | -4 | 0 | 3 | 0 | -1 | -2 | 0 | -1
CCOc1ccccc1NC(=O)CSc1nc2ccccc2nc1N1CCOCC1 | 2.7 | 0 | 2 | 3 | -33 | -2 | 2 | -2 | -3 | -5
CCn1c(SCC(=O)Nc2cccc(OC)c2)nc2c(c1=O)SCC2 | -4.6 | -2 | -4 | 0 | -8 | 4 | 0 | 1 | -4 | -6
Cc1cc(C)c2c(N=CN(C)C)c(C(=O)N3CCN(c4ncccn4)CC3)sc2n1 | -1.2 | 5 | -5 | -1 | 6 | -2 | -1 | 2 | -1 | -4
CC1=C(C(=O)NC(C)c2ccccc2)C2(CCC(C)CC2)OC1=O (stereo not drawn) | 0.9 | -2 | -1 | -4 | -11 | 0 | 2 | 0 | 0 | -2
O=C(NC(=S)NCCCN1CCOCC1)c1ccc(Br)cc1 | -2.0 | -1 | 0 | -6 | 6 | 6 | -1 | -4 | -5 | -4
CCCn1nnnc1SCC(=O)N1CCCCC1 | 0.8 | 3 | 1 | -1 | -6 | 0 | 1 | 3 | 3 | -2
Cc1ccc(N(CC(O)CN2CCCC2)S(=O)(=O)c2ccccc2)cc1 (stereo not drawn) | 1.3 | 2 | -1 | 2 | -4 | -1 | -3 | 5 | 9 | 3
N/C(=N\OC(=O)COc1ccc([N+](=O)[O-])cc1)c1cccnc1 | 0.1 | -2 | -7 | -2 | -4 | -4 | 2 | 8 | 1 | 1
CNC(=S)N/N=C(\C)c1ccc(Cl)s1 | -2.9 | 6 | 0 | -3 | 5 | -1 | -5 | 1 | -3 | 5

Screens as filed in PubChem.
